# USP2a block: blocks human ubiquitin-specific protease USP2a; O75604; USP2 core, Ub-CHOP2 coupled fluorogenic reporter, 485/531; Potency, µM (titrated, usually from 38.3 µM), inactives show at the highest dose activity change, negative = inhibition, usual class: inhibitors; 0.01% of 330,000 active;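 further: potency means the concentration at half of the fitted maximal effect; plate controls were DMSO wells for no effect and full inhibition by NEM control for full effect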
#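 Deubiquitinase activity read as fluorescence (485/531 nm) after Ub-CHOP2 cleavage activates the enterokinase reporter on its substrate; USP2 core 10nM, Ub-CHOP2 and substrate 25nM each, 30min compound preincubation then 60min RT; data normalized to NEM, curves fitted.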
# Giardia kill: Giardia lamblia killing. Giardia lamblia trophozoite viability. activity change, % at 7.66 µM, hits read low. 0.15% of 340,000 active. AID 540267; in the data active means activity change below about -80%; inconclusive means between about -30% and that limit;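 further: parasites exposed to compound for two days anaerobically before the ATP read; on the % scale 0 is the no-effect control and ±100 the full control effect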
#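 Each well holds 100 Giardia trophozoites and compound. After two days (48 hrs) at 37 deg C in anaerobic conditions, ATP is quantified by luminescence.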
# GALK inhibitor: galactokinase (human) inhibition; AID 1868; Purified GALK, Kinase-Glo residual ATP luminescence; Potency, µM (doses to about 57.5 µM), for the others: top-dose activity change, negative = inhibition, actives largely listed as inhibitors; 0.007% of 270,000 active; P51570; further: potency means the concentration at half of the fitted maximal effect; on the % scale 0 is the no-effect control and ±100 the full control effect
#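 5 nM enzyme, 35 uM ATP, 100 uM galactose, 20 mM HEPES pH8.0, 5 mM MgCl2; 1 h RT; residual ATP by Kinase-Glo Plus luminescence, qHTS format.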
# Menin MLL FP TR: displaces Texas Red mutant MLL peptide from human menin; O00255; Menin + Texas Red MLL mutant peptide, fluorescence polarization; Potency, µM (top dose mostly 61.6 µM), for inactives: at the highest dose FP activity change, negative = inhibition, most hits filed as inhibitors; 0.23% of 270,000 active; active means well fitted inhibition curve with a large enough effect in the polarisation, with a control signal flat, not every such curve was filed as active; inconclusive means small, poorly fitted or top-dose-only effect, or effect the other way, or a change in a side signal; inactive means no such curve, though single readings can be large or run the other way; the % refers to the polarisation; further: potency means the concentration at half of the fitted maximal effect; % of control where 0% means no effect; many of its hits are not listed in these tables
# TRPV1 agonist: activates the human vanilloid receptor TRPV1 | 0.19% of 320,000 active | Q8NER1 | activation, % at 8.33 µM | TRPV1-expressing cells, Fluo-8 calcium influx, agonist mode; in the data active means activation above about 80%; inconclusive means between about 30% and that limit; further: 0% is about no effect
# Target sequence (Q8NER1 whole entry, looked up): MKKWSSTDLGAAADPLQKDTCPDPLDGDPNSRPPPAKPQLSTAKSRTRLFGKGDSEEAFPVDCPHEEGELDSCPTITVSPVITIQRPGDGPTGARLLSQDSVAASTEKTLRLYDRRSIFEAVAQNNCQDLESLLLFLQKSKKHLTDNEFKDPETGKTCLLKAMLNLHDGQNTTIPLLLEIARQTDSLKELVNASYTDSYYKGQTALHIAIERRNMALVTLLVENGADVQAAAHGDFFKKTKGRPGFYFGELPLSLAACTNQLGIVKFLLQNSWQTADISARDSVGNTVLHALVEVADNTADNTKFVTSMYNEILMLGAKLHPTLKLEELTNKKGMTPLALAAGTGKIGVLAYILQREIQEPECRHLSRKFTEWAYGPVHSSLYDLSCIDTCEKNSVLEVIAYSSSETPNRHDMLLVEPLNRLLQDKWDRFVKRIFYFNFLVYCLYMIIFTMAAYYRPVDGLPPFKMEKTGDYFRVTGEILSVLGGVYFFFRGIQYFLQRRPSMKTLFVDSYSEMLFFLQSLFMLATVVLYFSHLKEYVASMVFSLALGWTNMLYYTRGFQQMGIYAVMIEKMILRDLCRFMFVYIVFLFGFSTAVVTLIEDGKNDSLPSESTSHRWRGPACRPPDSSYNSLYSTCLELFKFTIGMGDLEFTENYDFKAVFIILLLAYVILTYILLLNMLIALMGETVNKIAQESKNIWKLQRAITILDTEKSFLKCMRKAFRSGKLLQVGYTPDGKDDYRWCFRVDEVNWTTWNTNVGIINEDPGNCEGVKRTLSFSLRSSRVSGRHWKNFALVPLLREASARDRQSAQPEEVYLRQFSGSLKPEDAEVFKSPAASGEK
#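 Cells expressing TRPV1 were dye-loaded with Fluo-8 and read kinetically: 10 s baseline, 3 min after compound (agonist portion), then 2 min after EC20 capsaicin (allosteric enhancer portion). Calcium-bound dye fluorescence at 480/520 nm.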
# KCNH2 3.1 block: inhibitors of human KCNH2 3.1 potassium channel isoform | U2OS KCNH2 3.1, thallium flux FluxOr; hits give low values | activity change, % (tested at about 1.8 µM) | 0.95% of 340,000 active | AID 720553;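 active means maximum activity change below -70%; inconclusive means maximum activity change from -70% to -50%; inactive means maximum activity change above -50%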;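 further: thallium influx rate constant from kinetic fluorescence after stimulation buffer; on the % scale 0 is the no-effect control and ±100 the full control effect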
#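 U2OS cells transduced with KCNH2 3.1 mutant virus (1.77 x 10^8 /mL, 4 h), plated overnight at 37 C, loaded 45 min with FluxOr dye plus Red40 quencher. Thallium flux rate constant from kinetic reads after stimulation buffer, normalised to controls.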
# PKM2 act: activators of human pyruvate kinase M2 | purified PKM2, Kinase-Glo ATP luminescence, activation; response scale: 0% is enzyme alone, no compound | 0.34% of 260,000 active | AID 1631 | Potency, µM (titrated, usually from 57.5 µM), without a hit: at the highest dose activation, usual class: activators; further: potency means the concentration at half of the fitted maximal effect; on the % scale 0 is the no-effect control and ±100 the full control effect; nearly all actives have a fitted effect of over 55% in size
#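 Purified hPK-M2 (>95% pure) converted ADP (0.1 mM final) to ATP with 0.5 mM PEP in 50 mM imidazole pH7.2, KCl, MgCl2, Tween 20, BSA; 1 h at room temperature. ATP detected by Kinase-Glo luminescence.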
# B2AR arrestin: recruits beta-arrestin to the human beta2-adrenergic receptor; Potency, µM (highest dose often 46.1 µM), for the others: top-dose activation, most hits filed as activators; beta-arrestin recruitment to beta2AR, cell-based reporter; 0.02% of 330,000 active; P07550; AID 492947;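 further: potency means the concentration at half of the fitted maximal effect; 0% = DMSO controls and full agonism = EC100 isoproterenol or metaproterenol; nearly all actives have a fitted effect of over 65% in size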
# KCNH2 WT inh: blocks the wildtype human KCNH2 potassium channel. Q12809. U2OS, BacMam KCNH2, thallium flux FluxOr; hits give low values. activity change, % at 1.84 µM. 0.37% of 340,000 active;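 active means maximum activity change below -70%; inconclusive means maximum activity change between -70% and -50%; inactive means maximum activity change above -50%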; further: on the % scale 0 is the no-effect control and ±100 the full control effect
#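 U2OS cells transduced with wild-type KCNH2 virus are loaded with FluxOr dye for 45 min, and thallium flux is measured in kinetic reads before and after stimulation buffer. Rate constants are normalized to DMSO controls.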
# MLL CXXC-DNA inh: blocks binding of human MLL CXXC domain to DNA; Q03164; MLL-CXXC / FITC-HOXA9 DNA fluorescence polarization; Potency, µM (titrated, usually from 115 µM), without a hit: top-dose activity change, negative = inhibition, usual class: inhibitors; 0.037% of 290,000 active; AID 2662; active means well fitted inhibition curve with a large enough effect in the polarisation, with a control signal flat, not every such curve was filed as active; inconclusive means small, poorly fitted or top-dose-only effect, or effect the other way, or a change in a side signal; inactive means no such curve, though single readings can be large or run the other way; the % refers to the polarisation; further: potency means the concentration at half of the fitted maximal effect
#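 Fluorescence polarization: 7 uM MLL-CXXC (stock) preincubated 5 min with compounds, then 50 nM fluorescein-HOX-A9 DNA (stock) added; 30 min ambient. Buffer 50 mM Tris-HCl pH 7.5, 50 mM NaCl, 1 mM DTT, 0.05% BSA.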
# Coupling enz: inhibits coupling enzyme system, counter-screen for aldolase hits. coupling enzyme system counterscreen, AmpLite Red fluorescence. activity change, negative = inhibition, % at 58.2 µM, hits read low. 0.67% of 290,000 active; in the data active means activity change below about -30%; further: on the % scale 0 is the no-effect control and ±100 the full control effect
#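 Activity here indicates interference with the coupling reaction, not aldolase inhibition. Compounds at 57.5 uM final met coupling enzymes for 10 min at RT; substrate and AmpLite Red detection followed, with a 525/598 nm fluorescence read after 20 min.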
# * marks the source's active call; other numbers are inactive results; u = inconclusive; x = no result given; & = joins results of further samples; [ ] = remark or other dose. Unless noted, the call rests on the fitted dose curve; in most records, active means well fitted curve in the direction sought with a large enough effect; inconclusive means small, poorly fitted or top-dose-only effect, or another doubt; inactive means no such curve, though single readings can be large; an effect the other way counts as inactive or inconclusive. The list is partial. The share of hits here may be higher or lower than overall.
SMILES,USP2a block,Giardia kill,GALK inhibitor,Menin MLL FP TR,TRPV1 agonist,KCNH2 3.1 block,PKM2 act,B2AR arrestin,KCNH2 WT inh,MLL CXXC-DNA inh,Coupling enz
O=c1[nH]c(=O)n(-c2ccc(F)cc2)c(O)c1/C=C1\C=Nc2ccccc21,-1%,4,-2%,u,2,9,x,0.2%,0,u,-2
O=c1cccc2n1CC1CC2CN(CC(O)CN2CC3CC(C2)c2cccc(=O)n2C3)C1 (stereo not drawn),-1%,-11,x,1%,3,-1,x,-0.3%,-28,u,0
CCCCCC(=O)N[C@@H](c1ccccc1)[C@@H](O)C(=O)O[C@H]1C[C@@]2(O)[C@@H](OC(=O)c3ccccc3)C3[C@](C)(C(=O)[C@H](O)C(=C1C)C2(C)C)[C@@H](OC1OCC(O)C(O)C1O)C[C@H]1OC[C@@]31OC(C)=O (stereo partly drawn),-2%,16,x,0%,2,2,-3%,0.3%,-2,u,-1
CC(C(=O)c1cn(C)c2ccccc12)c1ccccc1 (stereo not drawn),0%,-4,-1%,-3%,7,-9,-6%,-0.8%,-5,1%,-1
COCCNC(=O)c1ccc(N2CC3CC(C2)c2cccc(=O)n2C3)c([N+](=O)[O-])c1 (stereo not drawn),3%,21,3%,12%,5,13,-1%,-0.2%,3,-1%,1
COc1ccc(CCNCc2c(OC)ccc3ccccc23)cc1,0%,-1,0%,u,-1,-16,x,0.3%,40,-4%,2
CN1CCN(c2ccc([N+](=O)[O-])c(N)c2)CC1,6%,2,2%,0%,0,15,5%,0.1%,0,-1%,2
Fc1ccccc1N1CCN(Cc2ccc3c(c2)OCO3)CC1,1%,9,5%,-17%,11,-10,-1%,2.2%,5,-4%,2
CCN(CC)P(=O)(c1n(CC)cc[n+]1CC)N(CC)CC,3%,10,4%,-7%,2,2,-2%,0.2%,-4,0%,2
Cn1c(=O)n(C)c2cc([N+](=O)[O-])c(N3CCNCC3)cc21,0%,-5,-1%,10%,1,-14,-4%,0.4%,-1,8%,3
O=C(C(=O)N1CCOCC1)c1cn(Cc2ccccc2)c2ccccc12,3%,-7,3%,-24%,28,6,-2%,-0.2%,8,2%,0
COC(=O)C1=C(c2cccc(C#N)c2)C[C@@H]2CC[C@H]1N2C(=O)NC(C)C,-1%,14,x,x,1,-4,x,0.0%,4,x,x
NC(=O)CSc1nnc([C@@H](N)Cc2c[nH]c3ccccc23)o1,1%,7,-1%,5%,-1,1,14%,-0.1%,-3,9%,-9
CCOc1ccc(Cc2c(O)[nH]c(=O)[nH]c2=O)cc1,0%,3,0%,-3%,0,-1,-5%,-0.7%,-7,3%,-16
CN1C(=O)C(=Cc2ccc(N3CCCCC3)o2)C(=O)N(C)C1=S,0%,3,-2%,25µM*,-11,-4,-5%,0.0%,7,84%[activator],0
Cc1cc(=O)oc2c(C)c(OCC(=O)N3CCN(Cc4ccc5c(c4)OCO5)CC3)ccc12,1%,-8,-1%,-14%,14,-11,-2%,0.3%,3,5%,2
CC(C)(O)[C@H]1O[C@H]2CC[C@@]3(C)[C@@](O)(CC[C@H]4Cc5c([nH]c6ccccc56)[C@@]43C)C2=CC1=O,10%,-11,-1%,u,1,-5,1%,0.3%,2,u,-5
O=C(c1ccc2c(c1)OCO2)N1CCC2(CC1)OCCO2,-1%,2,0%,3%,-1,3,1%,0.0%,5,-1%,4
O=C1NC(=O)N(c2ccccc2F)C(=O)/C1=C/c1ccc(Sc2nc3ccccc3[nH]2)o1,u,-3,2%,u,14,5,6%,-0.7%,-20,34%[activator],6
COc1ccc(-c2cc(=NCCC(=O)O)c3cc(C)ccc3o2)cc1,-6%,-14,5%,11%,u,-8,-9%,-1.0%,-13,-6%,6
CC12CCCCC1N(O)CN2O (stereo not drawn),3%,12,2%,-8%,0,7,-1%,0.0%,9,1%,-2
OC1C2CN3CN(C2)CC1(c1ccccc1)C3 (stereo not drawn),-1%,-3,x,x,0,-5,-4%,0.0%,5,-4%,2
CSc1nnc(OC(=O)N(C)C)n1-c1ccc(Cl)cc1,4%,-4,2%,x,x,16,-4%,0.6%,-1,3%,3
O=c1c2ccccc2nc(CNCC2CCCO2)n1-c1ccc(F)cc1 (stereo not drawn),1%,-23,1%,u,1,3,1%,-0.7%,-4,-10%,4
CCOc1ccc(NC(=O)C2C(C(=O)O)C3(Cl)C(Cl)=C(Cl)C2(Cl)C3(Cl)Cl)cc1 (stereo not drawn),3%,-17,0%,u,2,10,3%,-1.1%,-6,29%,6

# (continued)
SMILES,USP2a block,Giardia kill,GALK inhibitor,Menin MLL FP TR,TRPV1 agonist,KCNH2 3.1 block,PKM2 act,B2AR arrestin,KCNH2 WT inh,MLL CXXC-DNA inh,Coupling enz
C#CCN(C)[C@H](C)Cc1ccccc1,6%,-2,5%,-5%,0,20,-3%,-0.3%,5,1%,1&1
C[C@H]1[C@H](OC(=O)CCC(=O)NCc2ccc(C(=O)O)cc2)O[C@@H]2O[C@@]3(C)CC[C@H]4[C@H](C)CC[C@@H]1C24OO3,1%,-8,-4%,u,-7,-2,x,0.0%,-2,-2%,5
N#Cc1cc(F)c(N2CCNCC2)cc1Cl,2%,3,0%,4%,-1,-9,-16%,0.1%,-1,-1%,-1
O=C(COC(=O)Cc1ccccc1)Nc1cc(S(=O)(=O)N2CCOCC2)ccc1N1CCCC1,0%,-5,1%,-1%,-2,6,-12%,-1.0%,19,19%,0
CN1CCc2cc3c(c4c2C1Cc1ccccc1-4)OCO3 (stereo not drawn),0%,-9,-9%,44%[activator],-5,17,2%,-0.5%,58,8%,-35*
CC(C)OS(C)(=O)=O,0%,14,x,x,2,8,x,-0.1%,-5,x,x
CC(CC(C#N)(c1ccccc1)c1ccccc1)N(C)C (stereo not drawn),2%,13,x,x,x,-13,x,-1.2%,9,x,x
N#CCCn1cc(C(=O)Nc2ccc([N+](=O)[O-])cc2)c(-c2ccccc2)n1,-14%,-21,-4%,x,0,-7,-2%,-0.7%,13,0%,2
CC1CCSP(=O)(Oc2ccccc2)O1 (stereo not drawn),2%,-2,2%,x,3,11,-5%,-1.2%,-17,-3%,-5
O=C(c1cccc(Cl)c1)C1CCCN(Cc2ccon2)C1 (stereo not drawn),1%,26,2%,4%,4,7,0%,-0.9%,-18,4%,0
COc1cccc(C2(O)CCSCC2CN(C)C)c1 (stereo not drawn),1%,-2,4%,10%,0,21,-4%,-0.3%,16,1%,-3
c1ccc2c(CCNCc3ccc4c(c3)OCO4)c[nH]c2c1,1%,3,0%,u,2,-2,-2%,-0.2%,17,8%,-11
CCN(CCNc1ccc([N+](=O)[O-])c2cccnc12)S(=O)(=O)c1ccccc1,4%,-12,1%,-7%,4,-2,-20%,-0.4%,3,2%,1
CCOP(=O)(OCC)C1(O)C(=O)Nc2ccc(Br)cc21 (stereo not drawn),-2%,32[activator],x,-20%,0,-1,-1%,-0.2%,-11,-14%,-5
O=C(Nc1ccc(Cl)c(Cl)c1)O/N=C/c1ccncc1,5%,5,-3%,u,-2,8,4%,-0.7%,5,-2%,-12
CCOP(=O)(OCC)C(c1ccccc1)N(C)C=O (stereo not drawn),4%,-18,0%,1%,4,-13,7%,-0.1%,-3,26%,1
CCCCn1c(O)c(C(C)=NCCN2CCOCC2)c(=O)[nH]c1=O,4%,15,-4%,-4%,2,0,-5%,-0.1%,-4,8%,-2
CN1CC[C@]2(c3cccc(O)c3)Cc3nc4ccccc4cc3C[C@H]2C1,0%,x,6%,-24%,-4,x,-1%,11µM*,x,24%,4
Cc1cc(NC(=O)CCl)on1,4%,27,1%,1%,-1,2,-1%,-0.3%,3,7%,0
O=C1NC(=O)C(=Cc2ccc(-c3ccc(Cl)cc3)o2)C(=O)N1,-2%,-2,x,77%[activator],2,1,17%,-1.1%,3,u,1
CCCCSC1=NN1c1nc(N)nc(C)c1CC,4%,1,4%,0%,2,-3,3%,0.2%,-1,8%,-1
COc1ccc(C(CNC(=O)Cc2ccc(Cl)c(Cl)c2)N(C)C)cc1 (stereo not drawn),0%,4,-1%,-3%,6,3,-2%,0.3%,16,5%,3
CN1CCN(CC(=O)Nc2ccc([N+](=O)[O-])cc2C(=O)c2ccccc2)CC1,-1%,22,1%,-13%,0,-110*,3%,-0.5%,-103*,-2%,4
